# High-throughput results from PubChem BioAssay.
# Casp6 inh: inhibitors of human caspase-6 | AID 686996 | inhibition, % at 12.5 µM | purified caspase-6, Z-VEID-R110 cleavage fluorescence | 0.53% of 350,000 active | P55212;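 active means mean inhibition across replicates at least about 35%, with every replicate also reaching that limit, limit read from the data; inconclusive means only one of the two criteria met; inactive means neither criterion met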;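 further: 0% = median of neutral control wells and 100% = no fluorescence left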
# RAD52 anneal inh: RAD52 (human) annealing inhibition | P43351 | recombinant RAD52 DNA annealing, FRET fluorescence | inhibition, % at 18.7 µM | 0.46% of 360,000 active | AID 651710;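 active means every replicate showing at least 50% inhibition; inconclusive means mean inhibition at least 50% but not in every replicate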
# Target sequence (P43351 whole entry, looked up): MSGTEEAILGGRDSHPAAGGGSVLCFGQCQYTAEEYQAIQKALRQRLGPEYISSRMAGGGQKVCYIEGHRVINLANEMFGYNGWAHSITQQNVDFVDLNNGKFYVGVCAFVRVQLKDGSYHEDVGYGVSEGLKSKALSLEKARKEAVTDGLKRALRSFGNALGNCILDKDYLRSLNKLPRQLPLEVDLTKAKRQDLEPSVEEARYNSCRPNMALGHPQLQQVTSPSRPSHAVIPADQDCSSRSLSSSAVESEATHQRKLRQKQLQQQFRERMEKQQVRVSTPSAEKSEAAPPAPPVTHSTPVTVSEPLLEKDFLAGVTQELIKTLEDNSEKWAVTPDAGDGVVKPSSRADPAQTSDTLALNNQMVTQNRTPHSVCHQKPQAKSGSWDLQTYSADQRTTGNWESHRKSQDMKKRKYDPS
# INS-1E GSIS act: GLuc luminescence reporter in INS-1E cells, primary screen for activators of glucose-dependent secretion of insulin; INS-1E GLuc reporter insulin secretion, 2-3 h; activation, % at 16.6 µM; 0.61% of 370,000 active; AID 743287;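 active means lowest replicate activation of at least 40%, so every replicate reaches that level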;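 further: 0% = median of neutral control wells and 100% = median of IBMX positive control wells; some compounds called inactive have numbers as strong as hits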
# DENV2 CPE rescue: protects cells from dengue virus 2 cytopathic effect; DENV2-infected cells, cytopathic effect rescue, plate reader; CPE inhibition, % at 9.99 µM; 1.7% of 350,000 active; in the data active means CPE inhibition above about 20%, passing the limit was not always enough; inconclusive means no clear call, values can overlap the other calls; tested in BHK-21 cells;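 further: 0% = median of neutral control wells and 100% = median of positive control wells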
# RAD54 inh: inhibitors of human RAD54 branch migration; Q92698; RAD54 Holliday junction branch migration, FAM/BHQ fluorescence; inhibition, % at 10.4 µM; 0.14% of 360,000 active;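 active means mean normalized replicate activity at least 40 and at least half of replicates scoring 40 or more; inconclusive means only one of the two criteria met; inactive means mean below 40 and under half of replicates reaching 40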;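 further: 0% = median of neutral control wells and 100% = median of positive control wells; inhibitors cause a drop in the FAM fluorescence signal; in these data hits start at about 50%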
# Xi reactivation: activators of X-chromosome reactivation in mouse fibroblasts | XiGFP mouse fibroblasts, % GFP-positive cells imaging, 3 d; cells co-treated with 5-aza-dC sensitizer; scaled so ellipticine positive control = 100% | activation, % at 7.58 µM | 0.055% of 360,000 active;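 active means mean normalized replicate activation at least 10% and every replicate at or above 10%; inconclusive means only one of the two criteria met; inactive means mean below 10% and not all replicates reach 10%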;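 further: 0% = median of on-plate neutral control wells and 100% = ellipticine 6 µM median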
#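 Assay system – SV40-immortalized XiGFP fibroblast cells, line 68-5-11 · Buffer or medium – DMEM supplemented with 5-aza-dC as sensitizing agent · Dosing – one concentration, pinned · Benchmarks – positive control ellipticine, 6 µM final · Times – 3 days compound exposure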
# E-sel inducer: induces E-selectin expression in human endothelial cells; 0.37% of 260,000 active; activation, % at 7.58 µM; HUVEC E-selectin immunofluorescence imaging; normalized: neutral wells 0, TNF-alpha wells 100; P16581;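 active means mean E-selectin-positive cell signal at least 10% of the positive control, reached in at least 60% of replicates, without over 20% cell loss; inconclusive means no rule given, readout overlaps actives, possibly toxicity-flagged; inactive means the rest, including those meeting only one limit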;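 further: in these data hits start at about 27%; measured in HUVEC primary endothelial cells; signal is the percent of cells scored E-selectin positive by PE staining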
# Target sequence (P16581 whole entry, looked up): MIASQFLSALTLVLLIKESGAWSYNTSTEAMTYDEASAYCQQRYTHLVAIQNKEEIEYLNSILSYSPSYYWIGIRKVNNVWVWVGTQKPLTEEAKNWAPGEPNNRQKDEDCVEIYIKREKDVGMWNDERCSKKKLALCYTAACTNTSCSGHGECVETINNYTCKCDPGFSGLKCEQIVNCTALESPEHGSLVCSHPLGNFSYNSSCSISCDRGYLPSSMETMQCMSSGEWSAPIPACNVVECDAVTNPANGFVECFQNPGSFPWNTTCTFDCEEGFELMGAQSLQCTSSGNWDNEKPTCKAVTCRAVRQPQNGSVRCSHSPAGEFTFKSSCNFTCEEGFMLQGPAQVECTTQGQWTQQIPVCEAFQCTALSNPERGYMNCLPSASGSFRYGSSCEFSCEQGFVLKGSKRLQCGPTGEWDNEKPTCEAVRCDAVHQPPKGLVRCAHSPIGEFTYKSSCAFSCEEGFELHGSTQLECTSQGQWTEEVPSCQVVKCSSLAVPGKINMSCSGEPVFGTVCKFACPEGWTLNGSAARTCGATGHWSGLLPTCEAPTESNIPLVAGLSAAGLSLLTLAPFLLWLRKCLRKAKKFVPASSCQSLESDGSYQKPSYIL
#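 Test system – human umbilical vein endothelial cells (HUVEC), E-selectin induction · Input – 3,000 HUVEC seeded per well · Buffer or medium – EGM-2, gelatin · Compound dosing – single-point compound dose · Detection – immunofluorescence imaging · Measure – percent E-selectin-positive cells · Controls – TNF-alpha high, DMSO low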
# F508del corr: CFTR F508del correction in bronchial cells; CFBE cells, YFP halide quenching; stimulated with forskolin plus potentiator P3; % fluorescence drop versus neutral controls; activity (quench increase), % at 7.58 µM; 0.36% of 350,000 active; AID 720511;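 active means mean added fluorescence quench of at least 8% versus neutral control, with both replicates also reaching 8%; inconclusive means only one of the mean or replicate conditions met; inactive means mean below 8% and not both replicates reaching 8%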;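 further: cells transiently co-express mutant CFTR-F508del with the halide-sensitive YFP; corrector assay measuring rescue of mutant channel to the surface after 24 h compound exposure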
# * marks the source's active call; other numbers are inactive results; ? = inconclusive; . = no result given.
SMILES,Casp6 inh,RAD52 anneal inh,INS-1E GSIS act,DENV2 CPE rescue,RAD54 inh,Xi reactivation,E-sel inducer,F508del corr
CCCCn1c(N)c(N(CC)C(=O)c2cccc(F)c2)c(=O)[nH]c1=O,-6,3,0,-10,-6,0.0,0.7,3.4
O=C(NC1CC1)C1CCN(c2ccc(S(=O)(=O)N3CCOCC3)cc2)CC1,-3,-19,8,.,2,.,.,-3.6
COc1cccc(/C=C/C(=O)OCC(=O)c2ccc3c(c2)NC(=O)CO3)c1,-11,-9,14,12,-7,0.1,-0.8,4.5
O=C(OCc1ccc([N+](=O)[O-])cc1)c1ccc(N2CCCC2)c([N+](=O)[O-])c1,-1,-21,12,-11,.,-0.1,.,-1.1
CC(C)n1nc(C(=O)Oc2cccc(Cl)c2Cl)c2ccccc2c1=O,0,-9,5,-2,.,0.0,-1.4,.
COc1cc(/C=C/C(=O)Nc2cccc(S(=O)(=O)N3CCOCC3)c2)ccc1OCC#N,-1,-17,.,15,3,0.1,0.8,6.0
OC[C@@H]1CN(Cc2ccccc2)C[C@H](n2cnc3c(Nc4ccccc4)ncnc32)O1,-3,-2,-8,5,-4,0.0,-0.1,1.9
O=C(c1ccccc1F)N1C[C@@H]2[C@H](c3ccccc31)[C@@H](CO)N2C(=O)c1ccccc1,1,-7,2,10,2,0.0,-0.2,0.4
CCCS(=O)(=O)Nc1c(OC)ccc2c1c(C(=O)OCC)c(C)n2C,-1,-8,16,-2,.,-0.1,.,.
CCOC(=O)CNC(=O)c1cccnc1Oc1ccc(Cl)cc1,-1,-14,.,1,2,0.0,0.2,1.4
C[C@@H]1CN([C@@H](C)CO)C(=O)c2cccc(NS(=O)(=O)c3cn(C)cn3)c2O[C@@H]1CN(C)CC1CC1,-1,-9,8,1,4,0.0,-0.4,-1.1
C[C@@H]1CN([C@@H](C)CO)C(=O)c2ccccc2-c2ccccc2CO[C@@H]1CN(C)C(=O)CCN(C)C,0,9,30,6,7,-0.1,9.1,-1.6
COc1ccc(-c2[nH]ncc2CN(CCO)CC23CC4CC(CC(C4)C2)C3)c(OC)c1,-6,-4,-17,15,-4,-0.1,2.2,-1.5
COc1ccc(C(=O)NNC(=O)CN2CCC(n3nnc4cc(C(F)(F)F)ccc43)CC2)cc1,-2,4,4,0,5,.,.,1.7
NCC[C@H]1CC[C@H](NC(=O)c2ccccc2F)[C@@H](CO)O1,2,-1,20,-1,-3,0.1,-0.1,2.2
CCOC(=O)c1c(C)oc2c1cc(NS(=O)(=O)c1ccc(C(=O)O)cc1)c1ccccc12,62*,-26,15,-1,-11,0.1,.,-1.5
C[C@@H]1CN([C@@H](C)CO)C(=O)Cc2cc(NS(=O)(=O)c3ccc(Cl)cc3)ccc2O[C@H]1CN(C)CC1CCCCC1,-3,10,20,.,6,0.1,1.5,-2.7
Cc1ccc(NC(=O)CN(C)C(=O)Cn2c(=O)oc3ccccc32)cc1,-2,-52,-1,17,-13,0.0,-0.3,-0.4
CCCCCCN(C(=O)CCCN1C(=O)NC(c2ccc(-c3ccccc3)cc2)C(C(=O)OCc2ccccc2)=C1C)C(C)C(=O)NCCCC (centres undefined),-4,-12,-16,1,-4,0.0,-0.1,-2.0
CC(C)NC(=O)N(C)C[C@@H]1Oc2ccc(NC(=O)Cn3cnnn3)cc2C(=O)N([C@@H](C)CO)C[C@H]1C,.,.,19,.,.,-0.1,18,-1.6
CN1C(=O)c2cc(NC(=O)Cc3ccccc3)ccc2OC[C@H]2O[C@H](CC(=O)O)CC[C@H]21,2,-5,6,3,-1,0.0,0.1,-0.5
O=S(=O)(NCc1ccc(Cl)cc1Cl)c1cccs1,2,-7,-7,0,-5,0.1,.,0.4
O=C(COC(=O)c1cccnc1Cl)NCCCc1ccccc1,-2,-4,8,-2,-10,0.2,.,-2.3
COc1ccc(/C(C)=N/NC(=S)NCCc2ccccc2)c(O)c1,3,-45,-8,2,9,0.0,.,0.7

# Part of the list above in order of number of heavy atoms, largest number first.
SMILES,Casp6 inh,RAD52 anneal inh,INS-1E GSIS act,DENV2 CPE rescue,RAD54 inh,Xi reactivation,E-sel inducer,F508del corr
CCCCCCN(C(=O)CCCN1C(=O)NC(c2ccc(-c3ccccc3)cc2)C(C(=O)OCc2ccccc2)=C1C)C(C)C(=O)NCCCC (centres undefined),-4,-12,-16,1,-4,0.0,-0.1,-2.0
C[C@@H]1CN([C@@H](C)CO)C(=O)Cc2cc(NS(=O)(=O)c3ccc(Cl)cc3)ccc2O[C@H]1CN(C)CC1CCCCC1,-3,10,20,.,6,0.1,1.5,-2.7
CC(C)NC(=O)N(C)C[C@@H]1Oc2ccc(NC(=O)Cn3cnnn3)cc2C(=O)N([C@@H](C)CO)C[C@H]1C,.,.,19,.,.,-0.1,18,-1.6
C[C@@H]1CN([C@@H](C)CO)C(=O)c2cccc(NS(=O)(=O)c3cn(C)cn3)c2O[C@@H]1CN(C)CC1CC1,-1,-9,8,1,4,0.0,-0.4,-1.1
COc1ccc(C(=O)NNC(=O)CN2CCC(n3nnc4cc(C(F)(F)F)ccc43)CC2)cc1,-2,4,4,0,5,.,.,1.7
CN1C(=O)c2cc(NC(=O)Cc3ccccc3)ccc2OC[C@H]2O[C@H](CC(=O)O)CC[C@H]21,2,-5,6,3,-1,0.0,0.1,-0.5
O=C(c1ccccc1F)N1C[C@@H]2[C@H](c3ccccc31)[C@@H](CO)N2C(=O)c1ccccc1,1,-7,2,10,2,0.0,-0.2,0.4
O=C(OCc1ccc([N+](=O)[O-])cc1)c1ccc(N2CCCC2)c([N+](=O)[O-])c1,-1,-21,12,-11,.,-0.1,.,-1.1
Cc1ccc(NC(=O)CN(C)C(=O)Cn2c(=O)oc3ccccc32)cc1,-2,-52,-1,17,-13,0.0,-0.3,-0.4
CCCCn1c(N)c(N(CC)C(=O)c2cccc(F)c2)c(=O)[nH]c1=O,-6,3,0,-10,-6,0.0,0.7,3.4
COc1ccc(/C(C)=N/NC(=S)NCCc2ccccc2)c(O)c1,3,-45,-8,2,9,0.0,.,0.7
O=C(COC(=O)c1cccnc1Cl)NCCCc1ccccc1,-2,-4,8,-2,-10,0.2,.,-2.3
NCC[C@H]1CC[C@H](NC(=O)c2ccccc2F)[C@@H](CO)O1,2,-1,20,-1,-3,0.1,-0.1,2.2
O=S(=O)(NCc1ccc(Cl)cc1Cl)c1cccs1,2,-7,-7,0,-5,0.1,.,0.4

# (more compounds)
SMILES,Casp6 inh,RAD52 anneal inh,INS-1E GSIS act,DENV2 CPE rescue,RAD54 inh,Xi reactivation,E-sel inducer,F508del corr
COc1cc(CNC(=O)C2CCCN2S(=O)(=O)c2ccccc2)cc(OC)c1OC (centres undefined),-2,-7,4,-5,2,0.0,2.2,-2.4
COc1ccc(NC(=O)c2c(N)no[n+]2[O-])c(OC)c1,-2,-13,-3,-11,.,0.2,.,1.1
O=C(O)c1ccc(NS(=O)(=O)c2cccc(C(=O)Nc3ccccc3[N+](=O)[O-])c2)cc1,-1,-28,8,-1,-1,0.2,0.4,1.7
CCN(CC)S(=O)(=O)c1ccc(CNC(=O)CN2C(=O)NC3(CCc4ccccc43)C2=O)cc1 (centres undefined),0,-6,-5,-1,0,0.2,1.7,1.0
O=C(NC(Cc1ccc(O)cc1)C(=O)O)c1ccco1 (centres undefined),-1,-1,8,2,.,0.0,.,-0.2
O=C(O)c1cccc(Br)c1,-18,-3,-16,?,-2,.,.,-3.0
CCC(C)NCCOc1cccc(Br)c1 (centres undefined),0,-4,10,-1,11,0.6,-2.9,.
O=C(Nc1cccc2cccnc12)c1csc([C@@H]2O[C@H](CO)[C@H](O)[C@H](O)[C@H]2O)n1,4,-6,-1,8,-3,0.1,-0.1,1.3
CC(=O)c1ccc(C(=O)NC2CCCN(Cc3ccccc3F)C2)s1 (centres undefined),1,-36,8,-5,-9,0.3,-1.6,-3.8
Cc1cc(=O)[nH]c2ccc(S(=O)(=O)NCc3ccccc3)cc12,4,1,20,0,-1,0.0,-0.2,1.4
Cc1cc(Br)ccc1NC(=O)CN(C)C(=O)Cn1c(=O)cnc2ccccc21,0,-6,15,0,2,-0.1,0.1,-0.8
Cn1cnc(S(=O)(=O)N2CCCCN3[C@H](C2)[C@H](c2ccc(-c4ccccc4)cc2)[C@@H]3CO)c1,0,17,-10,3,2,0.0,-0.4,-1.9
COC(=O)CN(C)C(=O)c1ccc2nc(Cc3cccc(Cl)c3)oc2c1,1,5,3,-8,-5,0.0,-0.2,2.2
CC(C)C[C@H]1CNC(=S)N1CC1CCCN1C[C@H](CC(C)C)N1C[C@H](CC(C)C)N(CC2CCCCCC2)C1=S (some centres undefined),-6,-10,11,9,-7,0.0,0.1,-1.3
O=C(C[C@@H]1CC[C@@H]2[C@H](COC[C@@H](O)CN2Cc2ccc3c(c2)OCO3)O1)Nc1ccc(-c2ccccc2)cc1,.,.,0,-2,-6,0.0,-0.1,2.5
O=c1[nH]nc(-c2ccc(F)cc2)cc1Cc1ccccn1,0,-27,47,-2,9,0.0,.,-0.3
O=C(N[C@@H]1CC[C@@H](CCn2cc(C3(O)CCCC3)nn2)O[C@@H]1CO)C1CCC1,0,4,3,-2,-2,-0.3,-0.6,-1.2
CN1CCCCN2[C@@H](CO)[C@H](c3ccc(C#Cc4ccccc4F)cc3)[C@@H]2C1,-3,47,2,-3,1,0.2,0.5,1.1
COc1ccc(S(=O)(=O)Nc2ccc3c(c2)[C@H]2C[C@@H](CC(=O)N(C)C)O[C@@H](CO)[C@H]2O3)cc1,2,-10,6,6,0,0.0,0.5,0.9
Cc1noc(C)c1NC(=O)Nc1cccc2c1O[C@@H](CN(C)C(=O)Nc1ccc(F)cc1)[C@H](C)CN([C@@H](C)CO)C2=O,.,.,6,.,.,0.1,0.0,0.3
COc1ccc(/C=C2/C(=N)N3N=C(CC(=O)N4CCCC4)SC3=NC2=O)cc1,18,-92,37,2,5,0.1,3.5,-1.2
Cc1cc(C)n2nc(SCc3nnc(-c4cccs4)o3)nc2n1,-1,2,4,-2,.,0.0,.,-2.0
S=c1[nH]c(-c2ccc(Br)cc2)cn1CCc1ccccc1,.,-7,-4,6,.,0.1,.,-0.8
